Screening data deposited in PubChem by several laboratories.
HTRA1 inhibitor: HTRA1 serine protease inhibitors, primary screen, biochemical, fluorescence polarization, HTS; inhibition, % at 5.96 µM; actives 0.5% (n = 340,000); recombinant HTRA1, FP-rhodamine activity-based probe; Q92743; AID 504803, 2011; in the data active means inhibition above about 36%;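 further: 0% = enzyme with DMSO and 100% = wells lacking enzyme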
mABHD4 FP: ABHD4 inhibitors, primary screen, biochemical, fluorescence polarization, mouse. actives 0.54% (n = 370,000). purified mABHD4, FP-Rh probe fluorescence polarization. inhibition, % at 8.92 µM;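 active means inhibition exceeding the mean over every tested compound plus 3 SD, cut at about 30% in these data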;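 further: 0% = plate median of compound wells and 100% = S159A mutant with DMSO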
Target sequence (Q8VD66 whole entry, looked up): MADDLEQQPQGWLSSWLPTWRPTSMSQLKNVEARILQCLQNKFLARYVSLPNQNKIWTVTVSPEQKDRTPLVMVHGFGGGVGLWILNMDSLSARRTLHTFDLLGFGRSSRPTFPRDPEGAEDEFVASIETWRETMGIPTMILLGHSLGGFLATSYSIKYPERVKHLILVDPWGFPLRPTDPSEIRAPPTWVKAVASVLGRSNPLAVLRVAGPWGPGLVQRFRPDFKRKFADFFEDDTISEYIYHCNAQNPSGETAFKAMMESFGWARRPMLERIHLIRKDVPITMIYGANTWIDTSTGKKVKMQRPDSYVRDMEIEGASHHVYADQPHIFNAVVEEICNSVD
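Doses – 8.92 µM, single dose · Material – wild-type mouse ABHD4 protein · Replication – single well per compound (singlicate) · Measure – percent inhibition of probe binding, normalized to plate controls · Schedule – 45 min compound pre-incubation plus 60 min probe step, 25 °C · Detection – fluorescence polarization with parallel and perpendicular emission, 525/598 nm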
rCAG RNA binder: binders of r(CAG) RNA repeats, primary screen, biochemical, fluorescence; r(CAG) RNA repeat, TO-PRO-1 dye displacement fluorescence; actives 1.3% (n = 370,000); AID 651821, 2012; inhibition, % at 3 µM;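 active means inhibition above the plate cutoff, the mean of all test compounds on that plate plus 3 SD, cut at about 35% in these data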;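 further: 0% = DMSO alone and 100% = 100 µM mitoxantrone as full dye displacement; higher means more dye released from RNA so lower well fluorescence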
TDP2 absorb: human TDP2 enzyme inhibitors, primary screen, biochemical, epi absorbance, recombinant enzyme | Tyrosyl-DNA phosphodiesterase 2 (Homo sapiens), O95551 | T5PNP hydrolysis, p-nitrophenol absorbance 415 nm | inhibition, % at 12.8 µM | actives 0.34% (n = 370,000);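 active means inhibition above the mean of all tested compounds plus 3 SD, set per campaign, cut at about 25% in these data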;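 further: 0% = DMSO with enzyme and 100% = buffer with substrate but no TDP2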
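Test system: human TDP2 enzyme; Input: 120 nM TDP2 per well; Buffer or medium: Mg2+-containing Tris-HCl buffer, pH 7.5; Reagent: 5 mM T5PNP; Dosing: 12.8 µM single point, 1% DMSO; Incubation: reaction 2 h, 37 °C; Detection: p-Nitrophenol epi absorbance; Read-out: % inhibition relative to enzyme-containing and enzyme-free wells; Replicates: single well per compound.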
MBD2 DNA inh: inhibitors of MBD2 binding to methylated DNA, primary screen, biochemical, TR-FRET, DNA-binding domain, human. Methyl-CpG-binding domain protein 2 (Homo sapiens), Q9UBB5. MBD2 binding to methylated oligonucleotide. inhibition, % at 4.4 µM. actives 0.31% (n = 370,000). AID 686964, 2013; in the data active means inhibition above about 13%
SIAE primary: human SIAE inhibitors, primary screen, biochemical, fluorescence polarization, FP-Rh probe, 1536-well HTS; Sialate O-acetylesterase (Homo sapiens), Q9HAT2; SIAE FP-Rh probe binding; inhibition, % at 9.66 µM; actives 0.69% (n = 370,000);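 active means inhibition above a cutoff: mean of compounds within the control limits plus 3 SD of those, cut at about 17% in these data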;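 further: 0% = plate median of compound wells and 100% = probe without SIAE protein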
Target sequence (Q9HAT2 whole entry, looked up): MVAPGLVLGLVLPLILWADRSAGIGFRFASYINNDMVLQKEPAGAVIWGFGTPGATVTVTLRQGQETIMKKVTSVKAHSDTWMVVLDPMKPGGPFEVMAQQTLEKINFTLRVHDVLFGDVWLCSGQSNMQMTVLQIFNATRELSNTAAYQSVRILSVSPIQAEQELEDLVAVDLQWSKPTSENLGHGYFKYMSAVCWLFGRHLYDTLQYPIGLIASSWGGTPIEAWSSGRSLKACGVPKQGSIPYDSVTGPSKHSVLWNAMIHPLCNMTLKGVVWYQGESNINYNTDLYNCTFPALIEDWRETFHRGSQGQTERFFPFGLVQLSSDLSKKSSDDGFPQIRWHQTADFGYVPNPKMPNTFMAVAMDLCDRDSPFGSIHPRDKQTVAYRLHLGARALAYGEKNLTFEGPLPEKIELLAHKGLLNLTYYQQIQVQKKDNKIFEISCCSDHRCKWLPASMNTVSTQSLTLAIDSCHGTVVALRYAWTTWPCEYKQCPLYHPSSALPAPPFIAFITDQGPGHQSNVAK
LEDGF integ inh: blockers of LEDGF/p75-dependent integrase strand transfer – biochemical, TR-FRET, high throughput, primary screen | HIV-1 integrase (with human LEDGF/p75) | TR-FRET IN-LEDGF/p75 DNA integration, Eu/Cy5 | inhibition, % at 3.7 µM | actives 0.64% (n = 370,000) | AID 743269, 2014;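 active means inhibition above the screen-wide mean plus 3 SD, cut at about 13% in these data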;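 further: signal is the Cy5 over europium emission ratio at 671 and 618 nm; 0% = plate median of compound wells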
TCR-CD3 inh: inhibitors of human TCR-CD3 interaction, primary screen, biochemical, fluorescence, TAMRA-labeled TCR probe. T-cell receptor (TCR). inhibition, % at 9.4 µM. actives 0.37% (n = 360,000). AID 651800, 2012; in the data active means inhibition above about 19%;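 further: recombinant mutant TCR 2C K166C tagged with TAMRA read by polarization; 0% = receptor in buffer alone and 100% = receptor with positive control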
NPR2 activator: human GC-B receptor activators, primary screen, HEK293 GC-B cells, cGMP TR-FRET, EC30 CNP | Atrial natriuretic peptide receptor 2 (Homo sapiens), P20594 | 0% at EC30 CNP, 100% saturating CNP | activation, % at 10 µM | actives 0.11% (n = 370,000);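 active means activation at 10 µM reaching about 35% in either raw or pattern-adjusted values, limit read from the data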
PRMT1 FP inh: PRMT1 methyltransferase inhibitors, primary screen, biochemical, fluorescence polarization; Protein arginine N-methyltransferase 1 (Homo sapiens), Q99873; recombinant PRMT1, activity-based probe fluorescence polarization; inhibition, % at 2.79 µM; actives 1.3% (n = 370,000); AID 652257, 2013;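 active means inhibition above about 21% made by adding two undisclosed values, limit read from the data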
Numbers without * were called inactive; nt = not tested or not shown. Only part of the results is shown. The share of hits here may be higher or lower than overall.

Fields: TCR-CD3 inh	SIAE primary	TDP2 absorb	NPR2 activator	MBD2 DNA inh	LEDGF integ inh	HTRA1 inhibitor	rCAG RNA binder	PRMT1 FP inh	mABHD4 FP
> OC(c1ccc(Cl)c(Cl)c1)c1ncc(-c2ccc(C(F)(F)F)cc2)[nH]1 (stereo unspecified)
    0	-22	7	3	-6	1	nt	3	-1	-36
> COc1ccc([N+](=O)[O-])cc1NC(=O)C(C)N1CCCC1 (stereo unspecified)
    -2	-2	2	1	0	2	1	0	-6	-2
> CC(=O)Nc1cccc(NC(=O)C(=O)Nc2ccc3c(c2)N(C(=O)C2CC2)CCC3)c1
    1	-1	11	7	-2	-1	-5	-2	5	-4
> Cc1ccccc1NC(=O)Nc1cc(S(N)(=O)=O)ccc1C
    4	-12	-12	9	5	-6	-3	1	0	-8
> O=C(CSc1n[nH]c(-c2ccco2)n1)Nc1ccccc1F
    6	-10	-13	7	-3	0	4	3	-7	-13
> CC(C)c1nc(C(=O)N2CCCC(N3CCN(c4cccc(Cl)c4)CC3)C2)cs1 (stereo unspecified)
    10	2	-9	-6	-1	1	-2	-8	-8	-6
> COC(c1ccccc1)c1nnc(CCC(=O)N(C)CCc2ccccc2)o1 (stereo unspecified)
    -5	6	-6	1	3	-2	-2	-8	-4	-2
> Cc1ccccc1NC1=C(Cl)C(=O)N(C2CCCCC2)C1=O
    -2	-6	-5	0	-1	4	-20	-1	0	-4
> COc1cccc(NC(=O)c2oc3ccc(S(=O)(=O)N4CCOCC4)cc3c2C)c1
    1	-2	-1	6	-1	-2	-14	3	0	-8
> O=C(Nc1ccc(F)cc1)C(CCc1ccccc1)N1CCN(C(=O)c2ccco2)CC1 (stereo unspecified)
    7	-4	-9	1	4	-3	nt	1	-2	1
> COc1ccc(C(=O)COC(=O)CCNS(=O)(=O)c2ccccc2)c(OC)c1
    4	9	-2	1	3	1	3	3	3	4
> COc1cccc(CNS(=O)(=O)c2c(C)[nH]c(C)c2C(=O)N2CCCCC2)c1
    -1	-3	-13	-3	-1	-1	-2	-2	0	-6
> COc1ccccc1C(=O)OCC(=O)NC(=O)NC1CCCCC1
    -8	-5	-13	0	1	-4	8	-10	0	3
> Cc1oc(-c2ccc(Cl)cc2)cc1-c1nn2c(-c3ccoc3C)nnc2s1
    1	1	18	4	7	29*	15	30	13	8
> COCc1[nH][nH]c(=O)c1C=Nc1ccccc1
    -5	0	6	-1	1	2	-3	0	1	6
> COc1ccc(C(C(=O)NC2CCCCC2)N(Cc2ccco2)C(=O)c2ccccn2)c(OC)c1 (stereo unspecified)
    4	4	13	-4	-5	0	0	-5	0	2
> O=S(=O)(c1ccccc1)c1ccccc1/C=N\O
    8	8	0	3	0	3	1	2	-3	2
> CCCCCCc1cc2cc(-c3nnc(-c4ccccc4OC)o3)c(=O)oc2cc1O
    -11	4	1	5	1	7	-1	13	-6	2
> COc1ccccc1CNc1cc(-c2ccccc2)ccc1OC
    7	15	5	-1	2	-3	1	3	-2	0
> CC(=NNc1ccc([N+](=O)[O-])cn1)c1ccccc1
    -1	1	-8	1	-3	-2	-2	6	9	6
> Cc1ccc(NC(=O)COC(=O)CNC(=O)c2ccc(Cl)cc2Cl)cc1S(=O)(=O)N1CCOCC1
    -2	-2	-1	-1	2	0	-2	4	-1	-4
> O=C(NCc1cccc(C(F)(F)F)c1)c1csc([C@@H]2C[C@H](O)[C@@H](CO)O2)n1
    4	-1	2	4	-1	2	nt	1	-1	-5
> O=C(CN1C(=O)C2C3C=CC(C3)C2C1=O)NCCC1=CCCCC1 (stereo unspecified)
    5	-7	-7	-1	-3	2	-6	-3	-2	-2
> O=C(CN(CC1CCCO1)C(=O)CNS(=O)(=O)c1ccc(Cl)cc1)NCC1CCCO1 (stereo unspecified)
    -8	1	-8	6	-6	0	7	-4	-1	0
> CC(/C=N\NC(=O)Cn1cncn1)=C/c1ccc(C(C)C)cc1
    2	8	15	-1	0	0	nt	-3	-2	0
> CCOC(=O)C1=C(c2ccccc2)OC(N)=C(C#N)C1c1ccc(Br)s1 (stereo unspecified)
    -1	2	-4	-5	2	5	-9	7	1	-15
> CCc1ccccc1NS(=O)(=O)c1cc2c(cc1C)n(C)c(=O)c(=O)n2C
    -3	0	6	-1	2	-1	2	4	3	4
> O=S1(=O)CCOC[C@H](CC2CCCCC2)N1Cc1cccc(F)c1
    -6	-6	-10	-1	6	-1	-12	4	4	-8
> CC(C)NC(=O)COC(=O)c1ccc(S(=O)(=O)N2CCCC2)cc1
    -4	0	-3	5	-2	-3	-4	-5	4	6
> CCOC(=O)c1sc2nc3n(c(=O)c2c1C)CCC3
    -3	6	1	-4	3	-2	-4	-1	0	-3

One compound at a time, from the list above:
`Cc1ccccc1NC(=O)Nc1cc(S(N)(=O)=O)ccc1C` is entered as TCR-CD3 inh = 4; SIAE primary = -12; TDP2 absorb = -12; NPR2 activator = 9; MBD2 DNA inh = 5; LEDGF integ inh = -6; HTRA1 inhibitor = -3; rCAG RNA binder = 1; PRMT1 FP inh = 0; mABHD4 FP = -8
`COc1ccc(C(=O)COC(=O)CCNS(=O)(=O)c2ccccc2)c(OC)c1` is entered as TCR-CD3 inh = 4; SIAE primary = 9; TDP2 absorb = -2; NPR2 activator = 1; MBD2 DNA inh = 3; LEDGF integ inh = 1; HTRA1 inhibitor = 3; rCAG RNA binder = 3; PRMT1 FP inh = 3; mABHD4 FP = 4
`O=C(CSc1n[nH]c(-c2ccco2)n1)Nc1ccccc1F` is entered as TCR-CD3 inh = 6; SIAE primary = -10; TDP2 absorb = -13; NPR2 activator = 7; MBD2 DNA inh = -3; LEDGF integ inh = 0; HTRA1 inhibitor = 4; rCAG RNA binder = 3; PRMT1 FP inh = -7; mABHD4 FP = -13

More results follow.
Fields: TCR-CD3 inh	SIAE primary	TDP2 absorb	NPR2 activator	MBD2 DNA inh	LEDGF integ inh	HTRA1 inhibitor	rCAG RNA binder	PRMT1 FP inh	mABHD4 FP
> CSCCC(N=C(NS(=O)(=O)c1ccccc1)c1ccccc1)C(=O)O (stereo unspecified)
    2	-2	7	3	2	1	10	0	-3	-3
> CN(Cc1c(F)cccc1Cl)C(=O)C1CC(=O)N(CCc2ccccc2)C1 (stereo unspecified)
    -5	-3	-30	3	-4	5	2	-4	-2	3
> C=CCNC(=O)CN1c2cccc3cccc(c23)S1(=O)=O
    10	6	9	-5	-5	2	0	5	-3	3
> COc1ccc(C(C)NC(=O)c2ccc(Br)cc2)cc1OC (stereo unspecified)
    -8	-4	-5	3	-2	7	3	-2	-1	-3
> CCC(C)c1ccc(NC(=O)C2CCN(c3ccc(C(F)(F)F)cn3)CC2)cc1 (stereo unspecified)
    0	-3	8	6	-4	3	-1	1	-1	1
> CC(=O)Nc1ccc(NC(=O)C(C)OC(=O)C2(c3ccc(F)cc3)CCCC2)cc1 (stereo unspecified)
    1	0	-7	5	-3	1	-5	-3	2	-18
> O=C1CN(C(=O)COC(=O)c2ccccc2Br)c2ccccc2N1
    6	-4	3	0	-1	0	-7	1	-1	0
> COc1ccc(Cc2c(C3CCCCC3)nc3cc(C)c(Br)c(C)n23)c(C)c1
    -5	2	2	2	-1	0	nt	3	0	-5
> CC1CCCCC1NC(=O)CSc1nnc(-c2ccccc2)n1N (stereo unspecified)
    2	3	12	0	2	-2	-11	-4	2	-1
> O=C(C[C@H]1C/C=C\CC[C@H](Cc2ccc(F)cc2)C(=O)OC[C@H]2CCCN2C1=O)NCCO
    7	-2	4	0	2	0	5	-10	-2	-2
> COc1cc(NC(=O)CSc2nc3[nH]c(=O)cc(O)c3s2)cc(OC)c1OC
    -2	2	-10	8	0	4	3	18	15	-3
> CC(C)N1CN=C(Nc2nc3ccccc3o2)NC1
    0	-2	5	5	3	0	5	0	-1	0
> CC(C)C(OC(=O)c1ccco1)C(=O)NCc1ccc2c(c1)OCO2 (stereo unspecified)
    2	-2	8	-4	-6	-3	-6	-4	1	-1
> NC(=O)N/N=C1\CCS(=O)(=O)c2ccc(F)cc21
    3	1	2	4	4	0	10	-1	-1	0
> O=S(=O)(c1ccc(NC(=S)NN=C2CCCCC2)cc1)N1CCOCC1
    3	13	16	-6	-2	6	3	8	-1	3
> CC(=O)Nc1ccc(S(=O)(=O)NNc2ccc([N+](=O)[O-])cc2)cc1
    9	2	-9	3	-2	2	6	6	32*	14
> CCOc1cccc(NC(=O)c2ccc(S(=O)(=O)N(C)C)cc2)c1
    -1	-8	3	-4	5	-2	1	1	-4	-6
> O=C(Cc1ccc(Cl)cc1)NCC(=O)N1CCCCCC1
    -6	0	-6	0	1	-4	-6	-5	4	4
> COc1ccc(C2(NC(C)=O)CCN(C(=O)c3ccco3)CC2)cc1
    9	4	7	-1	1	0	-5	0	-1	4
> CCn1c(C(=O)Nc2ccsc2C(=O)OC)cc2sc(Cl)cc21
    -10	-7	-12	-3	-3	3	-3	6	-4	-1

Results in NPR2 activator and PRMT1 FP inh (2 entries from above):
smiles	NPR2 activator	PRMT1 FP inh
O=S(=O)(c1ccc(NC(=S)NN=C2CCCCC2)cc1)N1CCOCC1	-6	-1
CC(=O)Nc1ccc(S(=O)(=O)NNc2ccc([N+](=O)[O-])cc2)cc1	3	32*
